HEK293 NOD2/NF-kB – NOD2 signaling inhibitors, cell-based, luminescence, uHTS, HEK293 (AID 1566); one-dose inhibition, % at 4 µM; EC50 in µM for titrated hits; 0.63% of 290,000 active; HEK293 NOD2/NF-kB luciferase reporter, luminescence; higher % means a stronger effect; also: many of its hits are not listed in these tables
HIV fusion peptide – inhibitors of HIV fusion peptide binding, primary screen, biochemical, uHTS, fluorescence dequenching (AID 1986) | cell-free peptide binding, fluorescence dequenching, 30 min; higher % means a stronger effect | one-dose inhibition, % at 20 µM; IC50 in µM for titrated hits | 0.3% of 290,000 active; in the data active = inhibition mostly above about 52%, no sharp cut-off; inactive = mostly below about 76%; also: some results filed as inactive read as strong as hits
KOR beta-arrestin-1 – KOR agonists, beta-arrestin recruitment, primary screen, cell-based, luminescence, uHTS (AID 1777). KOR beta-arrestin recruitment, luminescence; higher % means a stronger effect. activation, % at 10 µM; hits with a dose series show EC50 in µM. 0.02% of 280,000 active; in the data active = activation above about 50%, passing the limit was not always enough; also: a part of the inactive calls stands beside numbers as strong as those of hits
GPR55 LPI antagonism – GPR55 antagonists blocking LPI-driven arrestin recruitment, primary screen, imaging, U2OS, beta-arrestin-GFP, LPI agonist (AID 2013); inhibition, % at 10 µM; hits with a dose series show IC50 in µM; 0.13% of 290,000 active; U2OS GPR55 beta-arrestin-GFP translocation imaging, LPI antagonism; higher % means a stronger effect;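 active = spots per cell inhibited over 60%, with over 100 cells counted and total cytoplasm intensity under 500,000; inconclusive = wells with under 100 cells, flagged as likely toxic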;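 also: U2OS cells stably carrying GPR55 and arrestin-GFP stimulated by 5 µM LPI near EC80; imaged beta-arrestin-GFP aggregate spots per cell after agonist stimulation; plate controls were LPI-stimulated DMSO wells for no effect and DMSO wells without LPI for full effect; some results filed as inactive read as strong as hits; confirmed hits need IC50 under 10 µM and bright autofluorescent wells are also inconclusive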
NOD1 inhibition – inhibition of NOD1-driven NF-kB reporter – cell-based, luminescence, uHTS, primary screen (AID 1578) | NOD1-driven NF-kB luciferase reporter cells, luminescence; higher % means a stronger effect | one-dose inhibition, % at 4 µM; EC50 in µM for titrated hits | 1% of 290,000 active; in the data active = inhibition mostly above about 36%, no sharp cut-off; inactive = mostly below about 34%;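 also: HEK-293T reporter cells stimulated with the NOD1 agonist gamma-tri-DAP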
Myeloid diff 2 – promotes myeloid progenitor differentiation; ER-HoxA9 myeloid progenitors, lysozyme-GFP differentiation, flow cytometry; calls only at 10 µM; 1% of 360,000 active; AID 624256;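 active = normalized GFP-positive differentiation at or above the plate's own cutoff, the solvent-only control mean plus 3 SD; inconclusive = no clear call, values can overlap the other calls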;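 also: cells exposed to compound for four days before flow analysis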
KOR beta-arrestin-2 – KOR antagonists, beta-arrestin recruitment, cell-based, luminescence, uHTS (AID 1778); KOR beta-arrestin recruitment, luminescence, antagonist mode; higher % means a stronger effect; inhibition, % at 10 µM; hits with a dose series show IC50 in µM; 0.091% of 290,000 active; also: strong numbers were not always called active
GPR55 beta-arrestin – GPR55 agonists via beta-arrestin recruitment, primary screen, imaging, U2OS cells, beta-arrestin-GFP redistribution (AID 1961); 0.048% of 290,000 active; U2OS GPR55 beta-arrestin-GFP redistribution imaging; higher % means a stronger effect; one-dose activation, % at 10 µM; EC50 in µM for titrated hits;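 active = activation above 40% with more than 50 cells counted in the well; inconclusive = wells holding fewer than 50 cells, flagged as toxic or sparse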;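 also: U2OS osteosarcoma cells stably expressing GPR55 and beta-arrestin-GFP; plate controls were DMSO negative control for no effect and LPI positive control for full effect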
GPR35 arrestin U2OS – inhibition of zaprinast-stimulated GPR35 beta-arrestin translocation – imaging, U2OS, beta-arrestin-GFP, zaprinast agonist, primary screen (AID 2058) | 0.052% of 290,000 active | U2OS GPR35 beta-arrestin-GFP translocation imaging, zaprinast antagonism; higher % means a stronger effect | inhibition, % at 10 µM; hits with a dose series show IC50 in µM;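 active = inhibition of at least 50% with at least 30 cells and total cytoplasm GFP at most 10,000,000; inconclusive = under 30 cells or total GFP of 10,000,000 plus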
Myeloid diff 2 GFP+ MAC1+ % – second read-out of Myeloid diff 2, no call of its own (marks repeat the call); GFP+ MAC1+ double positive, %; measured here: differentiation confirmed by MAC1 staining
Starred values were filed as active, the others as inactive; i = inactive; ? = inconclusive; nt = not tested or not shown; + = active, no number; [ ] = another dose, or the depositor's remark. Rule as the data show it, unless noted: active = inhibition above about 50%; inactive = the rest.

1: CN(C)c1ccc(P(=O)(OC2CCCCC2)C(Nc2ccccc2)c2cccnc2)cc1 (stereo unspecified)
2: CN(C)c1ccccc1C(=O)c1ccccc1N(C)C
3: Nc1nc(N2CCN(C(=O)c3ccco3)CC2)nc2ccc(Br)cc12
4: CCCC(=O)Nc1ccc2nc(SCC(=O)N3CCCC3)sc2c1
5: O=C(O)CCCCCNC(=O)OCC1c2ccccc2-c2ccccc21
6: O=C(CCl)N(CCCNC(=O)C(F)(F)F)c1ccc([N+](=O)[O-])cc1

Compound	1	2	3	4	5	6
HEK293 NOD2/NF-kB	3%	-65%	-123%	9%	10%	7%
HIV fusion peptide	-0.4%	-2.6%	1.0%	-1.7%	-1.2%	0.8%
KOR beta-arrestin-1	8.3%	-1.0%	3.4%	nt	-4.9%	4.5%
GPR55 LPI antagonism	-5%	4%	16%	9%	6%	-3%
NOD1 inhibition	-2%	-30%	-75%	-24%	-6%	-9%
Myeloid diff 2	i	nt	i	i	i	i
Myeloid diff 2 GFP+ MAC1+ %	0.4	nt	0.3	0.6	0.6	0.8
KOR beta-arrestin-2	2%	-43%	-28%	-24%[20 µM]	-35%	-30%
GPR55 beta-arrestin	-0.3%	-0.2%	-0.2%	0.2%	0.0%	-0.1%
GPR35 arrestin U2OS	-2%	-10%	-8%	11%	3%	-1%

7: O=C(Nc1ccccc1C(=O)NCCc1ccccc1)c1cnccn1
8: OC(COc1ccccc1)Cn1c2ccccc2c2ccccc21 (stereo unspecified)
9: Cc1ccc(/C=N/Nc2ccc3ccccc3n2)o1
10: COc1ccc(C2/C(=C(/O)c3ccccc3)C(=O)C(=O)N2CC(C)O)c(OC)c1 (stereo unspecified)
11: COCCCN1C(=O)c2ccccc2C1C(=O)NC1CCCCCC1 (stereo unspecified)
12: CCCCn1nnnc1SCC(=O)NC1CCCCC1

Compound	7	8	9	10	11	12
HEK293 NOD2/NF-kB	-26%	-10%	-31%	23%	6%	-6%
HIV fusion peptide	-0.5%	-2.1%	-0.5%	0.2%	3.5%	-0.1%
KOR beta-arrestin-1	-4.6%	11%	-2.7%	5.6%	1.1%	-2.9%
GPR55 LPI antagonism	6%	10%	-5%	14%	5%	-1%
NOD1 inhibition	-49%	-20%	26%	8%	15%	-6%
Myeloid diff 2	i	i	i	i	i	i
Myeloid diff 2 GFP+ MAC1+ %	2.5	0.5	0.9	1.2	1.1	0.3
KOR beta-arrestin-2	-2%	-14%	-4%	5%	-2%	-7%
GPR55 beta-arrestin	0.6%	-0.2%	0.2%	-0.1%	-0.1%	-0.2%
GPR35 arrestin U2OS	-4%	-15%	-11%	8%	-6%	7%

2 records drawn at random from the list so far, as already listed:
7: O=C(Nc1ccccc1C(=O)NCCc1ccccc1)c1cnccn1
10: COc1ccc(C2/C(=C(/O)c3ccccc3)C(=O)C(=O)N2CC(C)O)c(OC)c1 (stereo unspecified)

Compound	7	10
HEK293 NOD2/NF-kB	-26%	23%
HIV fusion peptide	-0.5%	0.2%
KOR beta-arrestin-1	-4.6%	5.6%
GPR55 LPI antagonism	6%	14%
NOD1 inhibition	-49%	8%
Myeloid diff 2	i	i
Myeloid diff 2 GFP+ MAC1+ %	2.5	1.2
KOR beta-arrestin-2	-2%	5%
GPR55 beta-arrestin	0.6%	-0.1%
GPR35 arrestin U2OS	-4%	8%

Going on with the list:
13: CC(=O)OC1CC(C)(C)N(OC(=O)c2ccccc2)C(C)(C)C1
14: NC(=O)c1ccsc1NC(=O)CSc1nnc2ccccn12
15: O=C(C1=NN[C@@H]2C(=O)N(Cc3ccccc3)C(=O)[C@H]12)c1ccc(F)cc1
16: COc1cccc2sc(NNC(=O)COc3ccccc3)nc12
17: N#Cc1cc2c([nH]c1=O)CCCC2
18: Cc1onc(-c2ccccc2)c1C(=O)Nc1ccncc1

Compound	13	14	15	16	17	18
HEK293 NOD2/NF-kB	-11%	11%	3%	7%	-8%	8%
HIV fusion peptide	1.2%	0.6%	0.1%	-2.9%	-0.5%	-1.9%
KOR beta-arrestin-1	5.3%	3.0%	1.8%	-5.9%	0.6%	1.9%
GPR55 LPI antagonism	6%	-28%	-4%	4%	-2%	5%
NOD1 inhibition	-9%	-24%	-8%	-27%	-2%	-10%
Myeloid diff 2	i	nt	i	i	i	i
Myeloid diff 2 GFP+ MAC1+ %	2.6	nt	1.2	1.2	0.4	2.9
KOR beta-arrestin-2	-6%	-30%	-6%	14%	2%	5%
GPR55 beta-arrestin	-0.1%	-0.2%	-0.1%	0.1%	-0.1%	-0.1%
GPR35 arrestin U2OS	16%	-8%	-3%	8%	2%	9%

19: Clc1ccc(-c2nnc(C3CC3)o2)cc1
20: COc1ccccc1NC(=O)CSc1nc2sc3c(c2c(=O)n1-c1ccccc1)CCN(C)C3
21: O=C(N/N=C/c1cccc(O)c1)c1ccc(NC(=O)C2CCCCC2)cc1
22: COc1ccc(C(=O)Nc2ccc(NC(=O)c3ccccc3F)cn2)cc1
23: O=C(COc1ccc(Cl)cc1)NCc1nnc(SCC(=O)Nc2ccc3c(c2)OCCO3)o1
24: CCn1c(SCC(=O)N/N=C/C=C\c2ccccc2[N+](=O)[O-])nc2ccccc21

Compound	19	20	21	22	23	24
HEK293 NOD2/NF-kB	-17%	-16%	6%	23%	3%	7%
HIV fusion peptide	0.9%	7.7%	-0.3%	1.0%	2.1%	-0.8%
KOR beta-arrestin-1	1.3%	-1.3%	2.4%	-0.1%	-2.1%	5.8%
GPR55 LPI antagonism	4%	2%	-15%	12%	8%	-6%
NOD1 inhibition	-15%	0%	-25%	-25%	-40%	-28%
Myeloid diff 2	i	i	i	i	i	i
Myeloid diff 2 GFP+ MAC1+ %	0.3	1.6	1.4	0.3	0.6	1.0
KOR beta-arrestin-2	16%	-56%	-23%	-8%	23%	16%
GPR55 beta-arrestin	0.1%	0.3%	-0.1%	-0.2%	0.3%	-0.4%
GPR35 arrestin U2OS	-2%	0%	-4%	18%	-14%	15%

25: COc1cccc(/C=C(\C)C(=O)c2c(C)cc(C)[nH]c2=O)c1OC
26: S=C(NCCN1CCOCC1)N/N=C/c1c2ccccc2cc2ccccc12
27: CCCN1C(=O)c2ccccc2NC1c1ccc(C)cc1 (stereo unspecified)
28: CSc1nnc2c3ccccc3c3ccccc3c2n1
29: Nc1ccc(S(=O)(=O)Nc2nccc(/C=C/c3ccc(Br)s3)n2)cc1
30: Cc1cc(C)c2c3c(oc2n1)C(=O)N(c1cccc(Cl)c1)CC(=O)N3

Compound	25	26	27	28	29	30
HEK293 NOD2/NF-kB	11%	16%	20%	4%	-17%	-5%
HIV fusion peptide	-0.7%	3.1%	0.0%	-0.2%	1.8%	0.0%
KOR beta-arrestin-1	-6.2%	2.7%	-7.5%	8.8%	3.4%	1.2%
GPR55 LPI antagonism	13%	11%	-4%	-4%	-11%	3%
NOD1 inhibition	-3%	10%	-8%	8%	31%	-8%
Myeloid diff 2	i	i	i	i	i	i
Myeloid diff 2 GFP+ MAC1+ %	0.5	1.8	0.5	1.3	0.3	0.9
KOR beta-arrestin-2	-13%	-32%	22%	-15%	-48%	15%
GPR55 beta-arrestin	0.6%	-0.1%	-0.3%	0.0%	-0.5%	-0.1%
GPR35 arrestin U2OS	7%	-18%	-2%	-6%	-15%	12%

31: O=S(=O)(c1cccc(F)c1)N1CCN(C(=S)NCc2ccccc2)CC1
32: COc1ccccc1NC(=O)c1ccc(C)s1
33: O=C(O)C1C2C=CC(C2)C1C(=O)NCc1cccc(Cl)c1 (stereo unspecified)
34: CC(OC(=O)/C=C/c1cccs1)C(=O)Nc1ccc(S(N)(=O)=O)cc1 (stereo unspecified)
35: COc1ccc(C2=Nn3c(nnc3-c3cccnc3)SC2)cc1OC
36: O=C(COc1cccnc1[N+](=O)[O-])N1N=C(c2ccc(Cl)cc2)CC1c1ccco1 (stereo unspecified)

Compound	31	32	33	34	35	36
HEK293 NOD2/NF-kB	-7%	-33%	2%	9%	-4%	-2%
HIV fusion peptide	-0.3%	0.3%	0.6%	-0.3%	1.8%	-0.5%
KOR beta-arrestin-1	-2.8%	-0.7%	-2.2%	-1.8%	6.4%	-1.4%
GPR55 LPI antagonism	-2%	12%	8%	7%	1%	-3%
NOD1 inhibition	-41%	-39%	-20%	-17%	-21%	-6%
Myeloid diff 2	i	i	i	i	i	+
Myeloid diff 2 GFP+ MAC1+ %	0.3	8.5	0.4	0.2	1.3	1.8*
KOR beta-arrestin-2	2%	23%	-19%[20 µM]	-34%	-35%	-39%
GPR55 beta-arrestin	-0.4%	0.3%	-0.4%	0.3%	-0.2%	-0.3%
GPR35 arrestin U2OS	14%	-10%	-11%	-14%	-9%	-19%

37: Cc1ccccc1NC(=O)NCCCN1CCN(c2ccccc2)CC1
38: COc1ccc(N2C(N)=NC(N)=NC23CCCC3)cc1
39: CCOC(=O)c1c(C)[nH]c(C(=O)CN2CCN(CC)CC2)c1C
40: COc1ccc(S(=O)(=O)N2CCCN(CC(=O)Nc3cc(NC(C)=O)ccc3OC)CC2)cc1
41: COc1ccc(NS(=O)(=O)c2ccc(O)c(C(=O)OCC(=O)NC(C)C3CC4CCC3C4)c2)cc1 (stereo unspecified)
42: COc1ccc(-c2cc(C(=O)N3CCN(c4ccccc4OC)CC3)no2)cc1
43: CC(=O)OCC(=O)[C@H]1CC[C@H]2[C@@H]3CC=C4C[C@@H](O)CC[C@]4(C)[C@H]3CC[C@]12C
44: CN(C)S(=O)(=O)c1ccc(N2C(=O)CC2(/C=C/c2ccccc2)C(=O)NC2CCCC2)cc1 (stereo unspecified)
45: Cc1cccc(OCC(=O)NC(Cc2ccccc2)C(=O)O)c1 (stereo unspecified)

Compound	37	38	39	40	41	42	43	44	45
HEK293 NOD2/NF-kB	5%	4%	-5%	2%	17%	0%	2%	-3%	6%
HIV fusion peptide	5.4%	-2.6%	0.2%	0.1%	22%	0.1%	2.2%	1.9%	0.4%
KOR beta-arrestin-1	0.7%	-3.6%	5.2%	0.0%	-1.3%	5.4%	-0.6%	3.1%	7.1%
GPR55 LPI antagonism	7%	23%	-1%	6%	-16%	-4%	3%	6%	11%
NOD1 inhibition	-9%	-22%	-7%	nt	-9%	32%	-17%	-21%	-33%
Myeloid diff 2	i	?	i	i	i	i	i	i	i
Myeloid diff 2 GFP+ MAC1+ %	0.8	nt	0.1	0.7	0.2	1.0	2.5	0.7	0.7
KOR beta-arrestin-2	-19%	-1%	3%	-5%	32%	-90%	-36%	8%	-38%
GPR55 beta-arrestin	-0.1%	0.2%	-0.2%	-0.1%	0.5%	0.3%	-0.1%	-0.1%	0.6%
GPR35 arrestin U2OS	9%	-6%	-7%	-1%	-4%	-14%	10%	-10%	10%

Source: PubChem BioAssay (several laboratories)

Not all compounds are listed. The share of hits here may be higher or lower than overall.
